# Assay outcomes deposited in PubChem BioAssay by several laboratories.
# 5HT1E ag – 5-HT1E receptor agonists, primary screen, cell-based, HTS. CHO 5-HT1E Ga15 NFAT-bla reporter, FRET; 0% DMSO wells, 100% control agonist wells. 5-hydroxytryptamine receptor 1E (Homo sapiens), P28566. hit rate 0.69% among 65,000. activation, % at 6 µM;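 active means activation above a set limit, the screen-wide mean activation plus 3 SD, cut at about 8.5% in these data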;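 further: 100% = positive control agonist at 1 µM giving full maximal response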
# S1P1 ag pot – S1P1 agonists and agonism potentiators, primary screen, cell-based, primary and confirmation screens, CRE-bla reporter; Sphingosine 1-phosphate receptor 1 (Homo sapiens), P21453; S1P1 CRE-bla cells, forskolin, beta-lactamase FRET, potentiator mode; S1P1 agonist co-added at EC20, 2 nM; 100% = saturating reference agonist, 0% = basal; activation, % at 9.5 µM; hit rate 0.57% among 56,000; AID 449, 2006;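 active means activation above a cutoff set at the mean activation of all tested compounds plus 3 SD, cut at about 54% in these data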;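 further: forskolin at 4 µM as EC80 and the EC20 agonist is SEW2871; 100% = SEW2871 at its EC100 plus forskolin at EC80; some compounds past the cut are filed as inactive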
# Jurkat tox 60K – cytotoxicity toward Jurkat T cells, primary screen, cytotoxicity control, cell-based, Jurkat E6.1, 60K MLSMR library; Jurkat E6.1 viability, ATP luminescence, 48 h; inhibition, % at 4 µM; hit rate 1.2% among 56,000;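 active means inhibition above the mean inhibition of all tested compounds plus 3 SD, cut at about 28% in these data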
# S1P3 agonist – human S1P3 receptor agonists, primary screen, cell-based, primary and confirmation, NFAT-BLA reporter. Sphingosine 1-phosphate receptor 3 (Homo sapiens), Q99500. S1P3 NFAT-BLA reporter cells, agonism, FRET ratio; relative to 1 µM S1P, basal subtracted. activation, % at 4.5 µM. hit rate 0.1% among 60,000. AID 373, 2006;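 active means activation above the screen-wide mean plus 3 SD, cut at about 4.5% in these data, passing the limit was not always enough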; further: some compounds called inactive have numbers as strong as hits
#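 Assay system: stable CHO line with human S1P3, Gα16, NFAT-BLA reporter; Detection: FRET β-lactamase substrate fluorescence, excitation 405 nm, 460/535 nm emission ratio, background-subtracted; Read-out: percent activation versus median 1 µM S1P response, basal-subtracted, per plate; Incubation: cells plated overnight, compound 4 h 37 °C, substrate 2 h RT.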
# 5HT1a ag – human 5-HT1a receptor agonists, primary screen, cell-based, CHO, Ga15 NFAT-bla reporter. 5-hydroxytryptamine receptor 1A (Homo sapiens), P08908. CHO 5-HT1a Ga15 NFAT-bla reporter, FRET ratio; 0% basal, 100% maximal reference agonist. activation, % at 10 µM. hit rate 0.56% among 65,000;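 active means activation above the screen-wide mean activation plus 3 SD, cut at about 19% in these data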;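 further: 0% = DMSO wells and 100% = 5-CT at EC100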
# Target sequence (P08908 whole entry, looked up): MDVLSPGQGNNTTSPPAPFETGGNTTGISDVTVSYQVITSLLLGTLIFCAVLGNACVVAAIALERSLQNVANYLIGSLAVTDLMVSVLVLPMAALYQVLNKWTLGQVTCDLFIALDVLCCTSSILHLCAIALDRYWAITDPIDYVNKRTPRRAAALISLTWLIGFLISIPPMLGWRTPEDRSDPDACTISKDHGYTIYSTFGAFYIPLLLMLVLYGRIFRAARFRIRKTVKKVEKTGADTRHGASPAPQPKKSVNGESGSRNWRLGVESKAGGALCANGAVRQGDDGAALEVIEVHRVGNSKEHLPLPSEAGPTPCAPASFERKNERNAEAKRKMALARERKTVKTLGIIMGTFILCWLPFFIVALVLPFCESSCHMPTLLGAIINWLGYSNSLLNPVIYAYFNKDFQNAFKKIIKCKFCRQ
# 5HT1E antag – 5-HT1E receptor antagonists, primary screen, cell-based, HTS; inhibition, % at 6 µM; hit rate 0.99% among 65,000; AID 571, 2007; CHO 5-HT1E Ga15 NFAT-bla reporter, FRET, antagonist; 5-hydroxytryptamine receptor 1E (Homo sapiens), P28566;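 active means inhibition above a set limit, the mean inhibition across every tested compound plus 3 SD, cut at about 29% in these data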;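 further: signal is the 460 over 535 nm emission ratio of beta-lactamase substrate; 0% = agonist plus DMSO wells and 100% = wells without agonist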
# D1 mod – D1 CRE-luciferase signal change, two-sided – cell-based, HEK293 D1, dopamine EC30, D1 allosteric modulator project, primary screen; B-score at 10 µM; dopamine EC30 potentiation; actives deviate in either direction; D(1A) dopamine receptor (Homo sapiens), P21728; hit rate 5.9% among 58,000;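 active means luminescence count or its row- and column-corrected plate score outside the 99.7% band of the plate's sample wells, on either side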
# Target sequence (P21728 whole entry, looked up): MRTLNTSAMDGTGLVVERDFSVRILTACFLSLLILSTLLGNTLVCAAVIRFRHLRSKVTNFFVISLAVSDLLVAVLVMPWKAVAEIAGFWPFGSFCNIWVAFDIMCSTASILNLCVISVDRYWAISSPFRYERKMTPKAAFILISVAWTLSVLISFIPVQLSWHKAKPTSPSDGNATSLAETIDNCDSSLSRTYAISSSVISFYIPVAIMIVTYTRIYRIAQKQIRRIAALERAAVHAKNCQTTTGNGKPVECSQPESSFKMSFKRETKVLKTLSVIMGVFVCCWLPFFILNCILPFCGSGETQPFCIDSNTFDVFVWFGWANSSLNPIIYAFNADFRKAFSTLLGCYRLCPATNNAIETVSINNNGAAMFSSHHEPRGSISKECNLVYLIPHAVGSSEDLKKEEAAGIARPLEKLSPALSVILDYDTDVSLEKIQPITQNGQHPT
# HEK293 NFkB inh – inhibitors of PMA/ionomycin-induced NF-kB reporter, primary screen, antigen receptor NF-kB inhibitor project, cell-based, HEK-293 luciferase reporter, luminescence | hit rate 0.21% among 62,000 | HEK-293 NF-kB luciferase reporter | inhibition, % at 3 µM | AID 465, 2006;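 active means inhibition above the mean of all tested compounds plus 3 SD, cut at about 40% in these data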;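 further: 0% = stimulated DMSO wells and 100% = 10 µM reference inhibitor 5653914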
#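 System – HEK-293 cells with stable firefly luciferase reporter driven by four HIV NF-kB elements · Doses – one dose, 3 µM · Schedule – 1 h compound pre-incubation, 16 h PMA/ionomycin at 37 °C · Technique – luminescence from luciferase substrate reagent · Measure – percent inhibition normalized per plate to DMSO and reference-inhibitor controls · Replicates – tested once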
# 5-HT1A blocker – human 5-HT1a receptor antagonists, primary screen, cell-based, CHO, Ga15 NFAT-bla reporter; CHO 5-HT1a Ga15 NFAT-bla reporter, antagonist mode; inhibition, % at 10 µM; hit rate 0.68% among 62,000;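 active means inhibition above the mean of all tested compounds plus 3 SD, cut at about 43% in these data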;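 further: receptor stimulated by 5-CT agonist at 100 nM near EC80; beta-lactamase reporter measured by ratiometric fluorescence of a cleavable substrate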
# Numbers without * were called inactive; nt = not tested or not shown.
SMILES,5HT1E ag,S1P1 ag pot,Jurkat tox 60K,S1P3 agonist,5HT1a ag,5HT1E antag,D1 mod,HEK293 NFkB inh,5-HT1A blocker
COc1ccccc1NC(=O)CC1Nc2ccccc2NC1=O (stereo not drawn),-0.7,-7,8,-1.5,-1.5,5,3.7*,11,20
CN1CCN(C(=O)N2CCNC2=O)CC1,-0.8,16,2,-1.4,-2.2,2,-0.0094,16,9
Cc1cc(C)c(C(=O)CN2C(=O)CCC2=O)cc1C,-0.6,-33,-2,-0.5,-2.0,-2,nt,3,-16
CC(C)(C)c1ccc(O)c(N)c1,0.3,20,nt,-4.7,-4.0,6,0.76,nt,nt
COc1ccc(S(=O)(=O)Nc2nc(C(F)(F)F)cs2)cc1,-1.3,-10,-11,0.4,-2.5,-1,-0.47,-4,0
Cn1c(CN2CCCCC2)nc2cc(NC(=O)c3ccc(F)cc3)ccc21,0.2,-1,7,0.2,-1.4,7,-2.3,4,-8
COC(=O)c1ccc(-n2nnnc2SCc2ccccc2OC)cc1,-0.2,12,9,0.3,1.1,21,0.75,2,20
CCOc1ccc(C(=O)NCCn2cc(SCC(=O)Nc3cc(C)on3)c3ccccc32)cc1,-1.0,-2,10,-0.1,-1.4,1,-0.92,12,7
CCCN1c2cccc3cccc(c23)S1(=O)=O,-0.1,nt,nt,nt,0.8,-4,0.0094,3,-16
CN1CCN(C2=C(Cl)C(=O)N(CCc3ccccc3)C2=O)CC1,1.2,nt,nt,nt,-2.0,4,nt,8,2
O=C(Nc1ccccc1C(F)(F)F)c1cc(-c2ccc(O)cc2)on1,0.1,89*,17,0.3,-3.0,-8,-1.4,-3,11
Cc1ccc(S(=O)(=O)NCC2CCC(C(=O)NCc3ccco3)CC2)cc1 (stereo not drawn),-0.4,-7,11,0.6,-1.4,4,nt,-8,-2
COCC(C)n1c(C)cc(C(=O)Cn2c(=O)oc3ccccc32)c1C (stereo not drawn),1.1,-22,-3,0.1,-5.0,-15,0.95,9,4
CS(=O)(=O)N1CCC(C(=O)c2cccc(Cl)c2)CC1,-0.3,-10,-2,-0.2,-2.0,-5,-0.42,-8,-4
CCOc1ccc(N=C2NC(=O)C(CC(=O)O)S2)cc1 (stereo not drawn),-0.3,-6,-2,-1.0,-1.2,0,nt,4,2
CCCCN(C)Cc1c(C)[nH]c2c(Cl)cccc2c1=O,0.0,-6,0,-0.1,0.4,10,-0.15,12,-4
Cc1nn2c(-c3ccco3)nnc2c2ccccc12,1.1,-56,8,-1.2,1.4,-7,1.3,9,-14
CCOC(=O)C1C(c2cccs2)NC(=O)NC1(O)C(F)(F)F (stereo not drawn),-0.2,2,5,-1.2,17,21,nt,2,2
COc1ccccc1NC(=O)CSc1nnc(-c2ccncc2)n1CC1CCCO1 (stereo not drawn),-1.1,-3,0,0.2,37*,-5,-0.016,16,-15
COc1ccc(OCCSc2nc3ccccc3c(=O)[nH]2)cc1,-0.9,10,11,-0.8,0.2,23,1.9,14,-13
CCn1c(CN2CCCCCC2=O)nnc1SCc1cnc(-c2ccccc2)s1,0.4,14,8,-1.3,0.8,-6,-0.68,11,-2
CCOC(=O)c1ccccc1NC(=O)Nc1ccc(OC)c(OC)c1,-0.9,-20,-1,-0.4,-7.9,4,-1.2,-3,12
CCCC(=O)Nc1nc2c(OC)ccc(OC)c2s1,1.1,-9,5,-0.3,3.0,-1,-0.048,3,-3
COc1cc(OC)c(C2N(c3ccc(Cl)c(Cl)c3)C(=O)C3CCCN32)cc1OC (stereo not drawn),-0.7,15,0,20,-0.1,12,-0.039,23,16
COc1ccccc1NC(=O)N1CCN(c2ccccc2F)CC1,2.5,nt,-3,-0.2,0.3,-2,-0.3,6,5
C=CCNC(=O)c1c(Cl)cccc1Cl,0.5,nt,-6,-0.3,-0.3,4,0.24,10,1
CC(C(=O)NCC1CCCO1)n1cccc1C(=O)c1ccccc1 (stereo not drawn),0.6,-2,0,-1.2,-1.5,9,-0.61,12,7
CNc1oc(-c2cccc3ccccc23)nc1C#N,4.0,-21,-2,0.8,9.0,2,-0.041,13,0
CCOC(=O)c1sc(NCC2CCCO2)nc1C (stereo not drawn),0.4,-13,2,-0.3,2.6,-2,1.3,21,-3
O=C(Oc1cccc2cccnc12)c1ccc2c(c1)OCCO2,-1.3,nt,-4,-0.3,0.3,-2,-0.93,-2,8
COC(=O)CSc1ncc(C#N)c(N)n1,0.7,-14,-2,0.3,-1.8,-10,0.3,7,-18
O=C(Nc1cccc(-c2nnc(-c3ccccc3)o2)c1)c1ccc(Br)o1,-0.5,32,-2,-0.6,0.1,-7,-0.91,13,5
CCOC(=O)C1(Cc2ccc(O)cc2)NC(c2ccco2)C2C(=O)N(c3ccccc3F)C(=O)C21 (stereo not drawn),0.2,-10,-4,-0.1,1.2,-6,0.81,-6,-6
Cc1c(NC(=O)CSc2nnc(-c3ccco3)n2-c2ccccc2)c(=O)n(-c2ccccc2)n1C,-2.6,-4,-5,-1.8,0.1,7,0.06,1,20
O=c1cc(CN2CCc3ccccc32)nc2sccn12,0.4,nt,nt,nt,-3.3,3,2.4,20,4
Cc1cc(C)nc(N(C#N)CC(=O)c2ccccc2)n1,0.0,19,-2,-0.6,-0.2,4,1.7,11,30
CC(C)(C)c1ccc2c(c1)OCC(C(=O)O)O2 (stereo not drawn),-0.6,-8,-6,0.8,1.2,-1,0.0041,18,-4
CC1(C)Oc2ccc(C(=O)NC3CCCC3)cc2N(CC(=O)NC2CCCCC2)C1=O,-1.6,3,6,-0.3,-0.9,3,-0.27,6,-2
Cc1c(NC(=O)CN2C(=O)c3cccc4cccc2c34)c(=O)n(-c2ccccc2)n1C,-0.1,nt,-2,-0.4,0.4,4,-0.56,4,2
CSCC[C@@H](C(=O)Nc1ccc2c(c1)OCCO2)N1Cc2ccccc2C1=O,0.7,-2,1,-0.6,-4.4,-4,1.2,-10,-4
O=S(=O)(c1ccccc1)c1nc(-c2ccccc2)oc1NCc1cccnc1,1.3,2,5,-1.9,3.0,5,2,12,1
O=C(NCc1ccccc1)c1ccc2c(c1)OCCO2,-1.1,-22,4,-0.8,-3.7,-1,0.5,-7,6
CC1CN(S(=O)(=O)c2ccc(Cl)c(S(=O)(=O)N3CC(C)OC(C)C3)c2)CC(C)O1 (stereo not drawn),-0.9,-17,-2,0.2,-2.5,-6,-0.34,6,-16
C/C(O)=C(/N=O)C(=O)Nc1ccccc1,-0.3,9,-11,-1.2,0.0,9,-0.037,3,-2
O=C(COc1ccc(-n2cnnn2)cc1)NC1CCCCC1,0.0,-26,3,-0.3,-2.9,0,-0.33,26,-6

# Reprinted from the part before: two entries, then new ones.
SMILES,5HT1E ag,S1P1 ag pot,Jurkat tox 60K,S1P3 agonist,5HT1a ag,5HT1E antag,D1 mod,HEK293 NFkB inh,5-HT1A blocker
C/C(O)=C(/N=O)C(=O)Nc1ccccc1,-0.3,9,-11,-1.2,0.0,9,-0.037,3,-2
O=C(COc1ccc(-n2cnnn2)cc1)NC1CCCCC1,0.0,-26,3,-0.3,-2.9,0,-0.33,26,-6
CC(C)Oc1ccc(Cc2c(O)nc(NCCCN(C)C)[nH]c2=O)cc1,-1.1,12,nt,-2.9,-2.6,-8,0.05,nt,nt
CC1=C(C(=O)OCc2ccccc2)C(c2cccnc2)n2ncnc2N1 (stereo not drawn),-0.4,14,4,0.1,1.5,-8,0.89,12,-8
CC1CCN(CCNC(=O)C2CCCN(S(=O)(=O)c3cccc4nonc34)C2)CC1 (stereo not drawn),-0.6,nt,nt,nt,-3.3,4,0.061,23,10
COc1cc(NC(=O)c2ccc3c(c2)OCO3)ccc1NC(=O)C(C)C,-0.1,23,98*,-0.7,-1.9,11,-0.48,21,-3
CCOc1c(Cl)cc(C(=O)NCCN2CCCCC2)cc1Cl,-0.8,-7,-10,0.2,2.7,4,-0.17,1,-6
Cc1nn2c3c(cnc2c1-c1ccccc1)C(=O)CCC3,-0.1,-17,-10,-1.3,-4.3,6,0.59,2,-4
CC(C)(C)Nc1nc(SCc2ccccc2)nc(N2CCOCC2)n1,-0.2,-69,-4,2.1,0.0,6,0.0031,14,-6
O=C(Nc1ccc(F)cc1)C1CCCCC1,-1.2,23,-1,0.2,-0.2,11,1.3,6,2
COc1cccc(N2CCN(Cc3nc(N)nc(Nc4ccccc4)n3)CC2)c1,-0.4,10,7,-0.6,-0.9,10,-1.3,12,22
CCC(Oc1ccccc1)C(=O)Nc1nnc(C(F)(F)F)s1 (stereo not drawn),-0.7,19,6,-0.1,-1.9,7,-0.68,6,0
CC1(C)CC(=O)C(C=NCC2CCN(C(=O)Nc3ccccc3)CC2)=C(O)C1,0.4,-7,8,-1.6,-7.5,0,0.42,18,1
Cc1ccc(N2C(=O)[C@@H]3[C@H](C2=O)C2CCCN2[C@@H]3C(=O)c2ccccc2)cc1 (stereo partly drawn),-0.3,-8,nt,-1.8,-1.9,8,nt,nt,nt
CCOc1ccc2nc(SCC(=O)NC3CCS(=O)(=O)C3)[nH]c2c1 (stereo not drawn),0.2,-9,2,-0.2,0.1,4,0.02,11,2
c1ccc(C(c2nnnn2C2CCCCC2)N2CCc3ccccc3C2)nc1 (stereo not drawn),-1.1,12,9,-0.8,-2.2,7,-0.47,17,17
CCOC(=O)c1c(C)c(-c2ccccc2)n(CC(=O)N2CCCC2)c1C,1.4,-11,1,-0.7,0.5,4,0.79,14,2
Cc1ccc(C2CC(c3ccco3)n3nc(N)nc3N2)cc1 (stereo not drawn),0.1,10,-1,-2.2,-4.0,-13,nt,6,-10
O=C(NC1(C(F)(F)F)N=C2SCCN2C1=O)c1ccco1 (stereo not drawn),-0.1,2,-1,1.2,-0.5,-6,-0.41,21,-9
CCCn1cc(NC(=O)c2cc3n(n2)C(C(F)(F)F)CC(c2ccccc2)N3)cn1 (stereo not drawn),0.2,nt,-2,0.1,-1.6,1,-0.06,8,2
Cn1c(=O)n(CCc2ccccc2)c(=O)c2c1nc1n2CCCN1c1ccc(F)cc1,1.4,10,0,-0.9,-1.9,-8,nt,10,8
Cc1cc(C)nc(Nc2n[nH]c(COc3ccc(Cl)cc3)n2)n1,0.1,-5,3,-1.4,-0.3,-2,-0.013,8,7
